Screening data deposited in PubChem by several laboratories.
HEK293 NFkB inh – inhibitors of the PMA/ionomycin-induced NF-kB reporter in HEK293 cells; HEK-293 NF-kB luciferase reporter, luminescence; inhibition, % at 3 µM; hit rate 0.21% among 62,000;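 active means inhibition above the mean of all tested compounds plus 3 SD, cut at about 40% in these data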;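 further: 0% = stimulated DMSO wells and 100% = 10 µM reference inhibitor 5653914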
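System – HEK-293 cells with stable firefly luciferase reporter driven by four HIV NF-kB elements · Doses – one dose, 3 µM · Schedule – 1 h compound pre-incubation, 16 h PMA/ionomycin at 37 °C · Technique – luminescence from luciferase substrate reagent · Measure – percent inhibition normalized per plate to DMSO and reference-inhibitor controls · Replicates – tested once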
M1 antagonist – antagonists of rat M1 muscarinic receptor | P08482 | CHO-M1 cells, Fluo-4 calcium, ACh EC80 antagonist mode; active compounds read low | B-score at 10 µM | hit rate 3.4% among 64,000 | AID 628;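 active means calcium fluorescence response, raw or row-and-column corrected B-score, differing from the plate sample mean either way at a set confidence level, mostly lower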
5HT1E ag – agonists of human 5-HT1E serotonin receptor. CHO 5-HT1E Ga15 NFAT-bla reporter, FRET; 0% DMSO wells, 100% control agonist wells. activation, % at 6 µM. hit rate 0.69% among 65,000. AID 574;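 active means activation above a set limit, the screen-wide mean activation plus 3 SD, cut at about 8.5% in these data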;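 further: 100% = positive control agonist at 1 µM giving full maximal response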
HER2 expr 66K – lowers expression of human Her2 kinase; SKBR-3 HER2 protein level, AlphaScreen, 18-24 h; active compounds read low; hit rate 0.69% among 65,000; HER2 level % of control, % at 10 µM;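 active means HER2 level under 5% of the carrier-only control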;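 further: 100% = DMSO carrier and 0% = 500 nM PU-H71 HSP90 inhibitor; lower value means stronger loss of Her2 protein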
Jurkat tox 60K – reduces viability or proliferation of Jurkat cells; Jurkat E6.1 viability, ATP luminescence, 48 h; inhibition, % at 4 µM; hit rate 1.2% among 56,000; AID 463;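 active means inhibition above the mean inhibition of all tested compounds plus 3 SD, cut at about 28% in these data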
S1P1 ag pot – activates or potentiates agonism at human S1P1 receptor | P21453 | activation, % at 9.5 µM | S1P1 CRE-bla cells, forskolin, beta-lactamase FRET, potentiator mode; S1P1 agonist co-added at EC20, 2 nM; 100% = saturating reference agonist, 0% = basal | AID 449 | hit rate 0.57% among 56,000;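 active means activation above a cutoff set at the mean activation of all tested compounds plus 3 SD, cut at about 54% in these data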;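 further: forskolin at 4 µM as EC80 and the EC20 agonist is SEW2871; 100% = SEW2871 at its EC100 plus forskolin at EC80; some compounds past the cut are filed as inactive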
Target sequence (P21453 whole entry, looked up): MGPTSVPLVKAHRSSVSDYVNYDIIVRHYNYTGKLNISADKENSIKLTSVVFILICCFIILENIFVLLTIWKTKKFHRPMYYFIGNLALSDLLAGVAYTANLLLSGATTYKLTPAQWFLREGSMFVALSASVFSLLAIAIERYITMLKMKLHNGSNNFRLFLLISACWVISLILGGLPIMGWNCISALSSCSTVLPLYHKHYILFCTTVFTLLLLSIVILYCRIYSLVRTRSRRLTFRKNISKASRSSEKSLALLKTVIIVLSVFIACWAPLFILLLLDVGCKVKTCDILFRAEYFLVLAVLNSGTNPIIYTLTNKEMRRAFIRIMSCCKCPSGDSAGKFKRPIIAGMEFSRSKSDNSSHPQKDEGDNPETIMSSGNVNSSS
M1 ag – agonists of M1 muscarinic receptor. CHO-M1 cells, Fluo-4 calcium fluorescence, agonist mode; active compounds read high. hit rate 3% among 64,000. B-score at 10 µM;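 active means fluorescence rise, raw or as B-score row- and column-corrected plate score, outside the 99.7% band of its plate's samples, either direction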
HTR1E antagonist – antagonists of human 5-HT1E serotonin receptor; P28566; inhibition, % at 6 µM; CHO 5-HT1E Ga15 NFAT-bla reporter, FRET, antagonist; AID 571; hit rate 0.99% among 65,000;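 active means inhibition above a set limit, the mean inhibition across every tested compound plus 3 SD, cut at about 29% in these data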;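 further: signal is the 460 over 535 nm emission ratio of beta-lactamase substrate; 0% = agonist plus DMSO wells and 100% = wells without agonist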
S1P3 ag – agonists of human S1P3 receptor; Q99500; S1P3 NFAT-BLA reporter cells, agonism, FRET ratio; relative to 1 µM S1P, basal subtracted; activation, % at 4.5 µM; hit rate 0.1% among 60,000; AID 373;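 active means activation above the screen-wide mean plus 3 SD, cut at about 4.5% in these data, passing the limit was not always enough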; further: some compounds called inactive have numbers as strong as hits
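Measure – % activation relative to 1 µM S1P (100%), per plate · System – stable CHO line with human S1P3, Gα16, NFAT-BLA reporter · Timing – cells plated overnight, compound 4 h 37 °C, substrate 2 h RT · Technique – fluorescent BLA substrate, ex 405 nm, em 460/535 nm ratio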
* marks the source's active call; other numbers are inactive results; x = no result given.

no.	canonical_smiles	HEK293 NFkB inh	M1 antagonist	5HT1E ag	HER2 expr 66K	Jurkat tox 60K	S1P1 ag pot	M1 ag	HTR1E antagonist	S1P3 ag
1	O=C(C1CC1)N1CCc2cc(Br)cc(S(=O)(=O)N3CCCCCC3)c21	14.3	0.121	1.1	58.4	x	x	-0.435	0.8	x
2	CCC(=O)c1cc(F)c(N2CCN(S(=O)(=O)c3ccc(C)cc3)CC2)cc1C	19.8	-0.00581	0.3	60.4	-4.3	18.0	-0.319	-10.5	-1.7
3	O=C(NCN1C(=O)C2C3C=CC(C3)C2C1=O)Nc1nncs1 (centres undefined)	28.0	0.61	0.5	82.4	8.0	-25.9	0.953	4.5	-0.3
4	CC1CN(C(=O)c2scc3c2OCCO3)CC(C)O1 (centres undefined)	6.5	0.326	-1.0	92.7	-2.6	2.4	1.54	-4.7	-1.0
5	CCOC(=O)c1cc(CN2CCOCC2)oc1-c1ccccc1	20.2	-0.291	-0.3	86.6	-2.3	-2.3	0.29	6.2	0.1
6	Cc1c(C(=O)NCc2ccco2)oc2ccc(S(=O)(=O)N3CCC4(CC3)OCCO4)cc12	26.4	-1.22	-1.1	93.6	x	x	1.66	4.8	x
7	Cc1ccc2c(C)nc(NC3=NCN(CCc4ccccc4)CN3)nc2c1	4.1	-12.6*	1.6	92.9	13.9	-10.4	0.574	-6.6	-0.8
8	O=C(O)c1ccc(-c2ccccc2Cl)o1	1.0	1.08	0.5	90.0	1.9	-3.5	0.261	-3.8	-0.5
9	COC(=O)c1cc2occc2n1CC(=O)Nc1ccc(C)cc1C	2.5	0.162	-1.2	95.9	-0.7	17.8	-0.101	-12.2	0.3
10	Cc1cccc2sc(NC(=O)CCNS(=O)(=O)c3cccs3)nc12	-3.3	-1.03	-0.5	59.7	x	x	2.42	-3.8	x
11	COC(=O)NCCOC(=O)N(O)c1ccc(Br)cc1	3.3	x	0.3	85.1	-6.9	7.5	x	-4.4	-1.0
12	CCOC(=O)C1CCCN(C/C(O)=C(\C#N)c2nc(-c3ccc(Cl)cc3)cs2)C1 (centres undefined)	4.8	0.136	0.1	35.2	0.1	30.6	21.2*	2.2	-0.7
13	O=C(Cc1c[nH]c2ccccc12)N1CCc2ccccc21	7.9	-0.159	-0.6	107.3	2.8	59.1	-0.172	6.9	-0.7
14	CN(Cc1ccccc1)C(=O)Nc1ccccc1	11.5	0.0848	-0.4	88.1	-3.6	-24.8	-0.158	0.4	-0.3
15	O=C(CCn1c(=O)sc2ccccc21)Nc1ccon1	-3.7	-0.000957	-0.5	98.5	-0.1	-5.1	0.0896	1.1	-0.8
16	Cc1cc2nc(C)n3c4ccccc4nc3n2n1	-8.7	-0.207	0.3	87.1	-2.4	-42.1	0.456	1.2	-0.5
17	CCC(=O)N1CCN(c2ccccc2NC(=O)Cc2ccccc2)CC1	12.1	1.74	0.3	95.7	-2.9	x	1.13	-8.8	-0.9
18	CCc1ccc(CC)c(S(=O)(=O)Nc2ccc(O)c(C(=O)O)c2)c1	10.8	0.488	1.0	56.6	-4.6	x	0	-0.5	0.3
19	CCOc1ccc(S(=O)(=O)n2cnc3cc(C)c(C)cc32)cc1	29.3	-1.27	0.6	208.7	62.8*	71.2	-0.302	7.6	-0.7
20	Cc1cc(NC(=O)c2cc(C3CC3)on2)no1	-9.5	0.24	0.8	122.7	-0.2	-15.9	0.215	-13.9	0.8
21	Cc1cccc(NC(=O)C(NS(=O)(=O)c2ccc3c(c2)CCC(=O)N3)c2ccccc2)n1 (centres undefined)	13.2	0.0209	-1.6	92.1	3.8	5.7	0.00288	-0.1	-0.8
22	CC(=O)Nc1cc(C(=O)N2CCOCC2)ccc1S(=O)(=O)c1ccc(C)cc1	5.2	0.293	0.8	100.3	5.6	-31.9	-0.438	-9.8	-1.3
23	CCCCOC(=O)C1=C(C)Nc2ncnn2C1c1cc(OC)ccc1OC (centres undefined)	3.1	-1.02	0.2	79.0	-0.1	-19.8	-0.211	-1.7	-0.5
24	COc1ccc(S(=O)(=O)N2CCN(C(=O)NCc3ccccc3)CC2)cc1	8.4	0.0307	-0.7	101.8	3.4	15.9	-0.0995	15.3	-1.6
25	CC(=O)N(c1ccc(Cl)cc1)c1c[nH]c2ccccc12	-0.5	-0.452	-0.8	72.5	-4.4	-34.6	-1.47	7.0	-0.9

Single records, from the list above. Order of values: HEK293 NFkB inh, M1 antagonist, 5HT1E ag, HER2 expr 66K, Jurkat tox 60K, S1P1 ag pot, M1 ag, HTR1E antagonist, S1P3 ag
`CC(=O)N(c1ccc(Cl)cc1)c1c[nH]c2ccccc12` in the list: -0.5, -0.452, -0.8, 72.5, -4.4, -34.6, -1.47, 7.0, -0.9
`CCc1ccc(CC)c(S(=O)(=O)Nc2ccc(O)c(C(=O)O)c2)c1` in the list: 10.8, 0.488, 1.0, 56.6, -4.6, x, 0, -0.5, 0.3
`CCOc1ccc(S(=O)(=O)n2cnc3cc(C)c(C)cc32)cc1` in the list: 29.3, -1.27, 0.6, 208.7, 62.8*, 71.2, -0.302, 7.6, -0.7

Given field by field: part of the list above.
8) O=C(O)c1ccc(-c2ccccc2Cl)o1
  HEK293 NFkB inh = 1.0 | M1 antagonist = 1.08 | 5HT1E ag = 0.5 | HER2 expr 66K = 90.0 | Jurkat tox 60K = 1.9 | S1P1 ag pot = -3.5 | M1 ag = 0.261 | HTR1E antagonist = -3.8 | S1P3 ag = -0.5
1) O=C(C1CC1)N1CCc2cc(Br)cc(S(=O)(=O)N3CCCCCC3)c21
  HEK293 NFkB inh = 14.3 | M1 antagonist = 0.121 | 5HT1E ag = 1.1 | HER2 expr 66K = 58.4 | Jurkat tox 60K = x | S1P1 ag pot = x | M1 ag = -0.435 | HTR1E antagonist = 0.8 | S1P3 ag = x
3) O=C(NCN1C(=O)C2C3C=CC(C3)C2C1=O)Nc1nncs1 (centres undefined)
  HEK293 NFkB inh = 28.0 | M1 antagonist = 0.61 | 5HT1E ag = 0.5 | HER2 expr 66K = 82.4 | Jurkat tox 60K = 8.0 | S1P1 ag pot = -25.9 | M1 ag = 0.953 | HTR1E antagonist = 4.5 | S1P3 ag = -0.3
